# NTR1 agonist – agonists of NTR1, primary screen, imaging, U2OS cells, beta-arrestin-GFP, high content (AID 493036); P30989; activation, % at 20 µM; NTR1-U2OS beta-arrestin-GFP spot imaging, agonist mode; actives 0.17% (n = 330,000);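 active = activation at or above 40% of the spot to cytoplasm intensity ratio, with at least 20 cells analyzed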;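 also: 0% = DMSO without peptide and 100% = 100 nM NTR1 peptide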
# Target sequence (P30989 whole entry, looked up): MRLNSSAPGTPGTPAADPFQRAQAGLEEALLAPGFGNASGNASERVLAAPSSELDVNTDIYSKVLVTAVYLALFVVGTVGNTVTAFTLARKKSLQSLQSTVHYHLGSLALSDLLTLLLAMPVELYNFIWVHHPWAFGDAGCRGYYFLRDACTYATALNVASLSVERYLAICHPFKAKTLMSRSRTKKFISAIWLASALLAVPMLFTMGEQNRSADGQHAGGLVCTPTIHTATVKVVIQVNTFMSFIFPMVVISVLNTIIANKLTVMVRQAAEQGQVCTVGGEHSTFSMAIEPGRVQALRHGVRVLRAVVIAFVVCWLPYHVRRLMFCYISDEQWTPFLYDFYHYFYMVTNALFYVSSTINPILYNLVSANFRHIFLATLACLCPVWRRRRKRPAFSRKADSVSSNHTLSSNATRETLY
# KOR beta-arrestin-1 – kappa opioid receptor blockers – cell-based, luminescence, uHTS (AID 1778); KOR beta-arrestin recruitment, luminescence, antagonist mode; higher % means a stronger effect; inhibition, % at 10 µM; hits with a dose series show IC50 in µM; actives 0.091% (n = 290,000); also: strong numbers were not always called active
# Myeloid diff 2 – promotes myeloid progenitor differentiation | calls only at 10 µM | AID 624256 | ER-HoxA9 myeloid progenitors, lysozyme-GFP differentiation, flow cytometry | actives 1% (n = 360,000);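 active = normalized GFP-positive differentiation at or above the plate's own cutoff, the solvent-only control mean plus 3 SD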;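 also: cells exposed to compound for four days before flow analysis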
# GPR55 LPI antagonism – inhibition of LPI-stimulated GPR55 beta-arrestin translocation – imaging, U2OS, beta-arrestin-GFP, LPI agonist, primary screen (AID 2013). U2OS GPR55 beta-arrestin-GFP translocation imaging, LPI antagonism; higher % means a stronger effect. inhibition, % at 10 µM; hits with a dose series show IC50 in µM. actives 0.13% (n = 290,000);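 active = spots per cell inhibited over 60%, with over 100 cells counted and total cytoplasm intensity under 500,000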;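 also: U2OS cells stably carrying GPR55 and arrestin-GFP stimulated by 5 µM LPI near EC80; imaged beta-arrestin-GFP aggregate spots per cell after agonist stimulation; plate controls were LPI-stimulated DMSO wells for no effect and DMSO wells without LPI for full effect; some results filed as inactive read as strong as hits; confirmed hits need IC50 under 10 µM and bright autofluorescent wells are also inconclusive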
# GPR55 beta-arrestin – GPR55 agonists via beta-arrestin recruitment, primary screen, imaging, U2OS cells, beta-arrestin-GFP redistribution (AID 1961); U2OS GPR55 beta-arrestin-GFP redistribution imaging; higher % means a stronger effect; actives 0.048% (n = 290,000); one-dose activation, % at 10 µM; EC50 in µM for titrated hits;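 active = activation above 40% with more than 50 cells counted in the well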;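 also: U2OS osteosarcoma cells stably expressing GPR55 and beta-arrestin-GFP; plate controls were DMSO negative control for no effect and LPI positive control for full effect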
# T cell HTS – modulates CD8 T cell binding to vesicles; actives 0.068% (n = 330,000); 2C CD8+ T cell-vesicle binding, flow cytometry; active compounds read low; calls only at 7 µM;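 active = response, share of CD8 T cells binding vesicles, and their 90th percentile fluorescence all below set limits, cut at about 80% in these data, passing the limit was not always enough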
#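 material = purified 2C TCR transgenic mouse naive CD8+ T cells | controls = Unloaded micro-vesicles (low), QL9 vesicles with 0.7% DMSO (high) | detection = cytometric PE anti-B7-1 and Alexa647 anti-CD8 signals after 1% paraformaldehyde fixation | incubation = binding step 1.5 h, 37 °C, antibody labelling 20 min, ice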
# NOD2 inhibition – NOD2 signaling inhibitors, cell-based, luminescence, uHTS, HEK293 (AID 1566) | HEK293 NOD2/NF-kB luciferase reporter, luminescence; higher % means a stronger effect | inhibition, % at 4 µM; hits with a dose series show EC50 in µM | actives 0.63% (n = 290,000); also: many of its hits are not listed in these tables
# KOR beta-arrestin-2 – kappa opioid receptor activators – cell-based, luminescence, uHTS, primary screen (AID 1777). actives 0.02% (n = 280,000). one-dose activation, % at 10 µM; EC50 in µM for titrated hits. KOR beta-arrestin recruitment, luminescence; higher % means a stronger effect; in the data active = activation above about 50%, passing the limit was not always enough; also: a part of the inactive calls stands beside numbers as strong as those of hits
# NOD1 NF-kB reporter – NOD1 signaling inhibitors, primary screen, cell-based, luminescence, uHTS (AID 1578); inhibition, % at 4 µM; hits with a dose series show EC50 in µM; NOD1-driven NF-kB luciferase reporter cells, luminescence; higher % means a stronger effect; actives 1% (n = 290,000); in the data active = inhibition mostly above about 36%, no sharp cut-off; inactive = mostly below about 34%;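 also: HEK-293T reporter cells stimulated with the NOD1 agonist gamma-tri-DAP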
# T cell HTS vesicle-bound % – second read-out of T cell HTS, no call of its own (marks repeat the call); double positive events, %; measured here: CD8+ vesicle-bound cell fraction;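 binding gate set so that unloaded-vesicle control wells show 10% double positive cells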
# NTR1 agonist cell count 20 µM – recorded beside NTR1 agonist, whose call it bears; cell count; measured here: cell count, cytotoxicity flag
# Myeloid diff 2 GFP+ MAC1+ % – also measured in Myeloid diff 2; calls as there; GFP+ MAC1+ double positive, %; measured here: differentiation confirmed by MAC1 staining
# The depositor's hits bear a star; i = inactive; · = no result given; & = joins results of further samples; [ ] = remark or other dose. Rule as the data show it, unless noted: active = inhibition above about 50%; inactive = the rest. Not all compounds are listed; the hit share may differ from the screen's.
SMILES,NTR1 agonist,NTR1 agonist cell count 20 µM,KOR beta-arrestin-1,Myeloid diff 2,Myeloid diff 2 GFP+ MAC1+ %,GPR55 LPI antagonism,GPR55 beta-arrestin,T cell HTS,T cell HTS vesicle-bound %,NOD2 inhibition,KOR beta-arrestin-2,NOD1 NF-kB reporter
COc1ccc2[nH]c(C)c(C(=O)CN3CC(C)OC(C)C3)c2c1 (configuration not stated),-1.5,60,-17%,i,0.4,2%,0.3%,i,41,7%,3.3%,4%
COc1ccc(C(=O)CSc2nnc(COc3ccccc3)n2Cc2ccco2)cc1,2.6,82,2%,i,1.0,6%,-0.4%,i,40,4%,3.5%,4%
COCCCn1c(=O)c2sccc2n2c(CCCC(=O)NCc3ccc(F)cc3)nnc12,-0.7,56,-15%,i,7.7,15%,-0.1%,i,29,17%,-7.7%,-2%
Cc1ccc(S(=O)(=O)NCCN2CCOCC2)c(C)c1C,0.5,52,-30%[20 µM],i,0.8,4%,0.3%,i,40,5%,-13%,-14%
CCOc1cc(/C=N/NC(=O)c2cc3c(ccc4ccccc43)o2)ccc1O,11,61,-63%,i,0.8,8%,0.2%,i,24,0%,2.6%,4%
CS/C(=N\S(=O)(=O)c1cccs1)Nc1ccc(Br)cc1F,1.9,46,19%,i,2.9&0.6,6%,0.3%,i,42,26%,-4.7%,18%
COc1ccc(OC)c(NC(=O)C2CCC(CNc3c(N4CCOCC4)c(=O)c3=O)CC2)c1 (configuration not stated),-0.5,62,11%,i,0.6,9%,0.0%,i,57,12%,0.8%,-9%
COc1cccc(-c2nn(C)c3sc(C(=O)N4CCOCC4)cc23)c1,-0.3,86,1%,i,2.3,-8%,-0.2%,i,33,5%,-0.1%,23%
CC(=O)c1cnc2c(-c3ccc(Cl)cc3)cnn2c1C,3.4,52,4%,i,0.2,10%,0.5%,i,39,-51%,-4.2%,-32%
COc1cccc(C(=O)N(Cc2ccc(N(C)C)cc2)C2CCS(=O)(=O)C2)c1 (configuration not stated),6.1,81,-19%,i,1.6,6%,-0.2%,i,15,-2%,-0.2%,-16%
N#Cc1ccccc1NC(=O)C1CC(=O)N(c2ccc3c4c(cccc24)CC3)C1 (configuration not stated),0.7,87,-4%,i,0.3,12%,1.2%,i,60,-11%,-2.1%,-6%
Cn1c(CN2CCCC2)nc2cc(NC(=O)Nc3ccccc3)ccc21,-0.2,54,-20%,i,5.8,0%,0.2%,i,14,-28%,1.9%,-27%
N/C(=N/OCc1cccc([N+](=O)[O-])c1)c1nonc1N,1.6,35,-43%,i,0.6,2%,0.1%,i,44,-6%,3.2%,-38%
O=C(CSc1ccccc1Cl)c1ccco1,1.3,38,9%,i,1.0,-4%,-0.3%,i,28,-8%,-2.0%,-6%
CCO[C@@H]1OC(C(=O)NCc2ccccc2)=C[C@H](c2ccccc2)[C@H]1CCCO,1.1,52,7%,i,2.0,-10%,-0.2%,i,25,4%,1.1%,-6%
O=C(NCc1ccco1)c1cccc(C(F)(F)F)c1,-1.1,57,-35%[20 µM],i,0.6,-3%,0.5%,i,52,-7%,3.6%,-26%
CCOc1ccc(/C=N/NC(=O)c2nnn(-c3nonc3N)c2COc2ccc(F)cc2)cc1,-0.9,40,4%,i,0.5,-4%,-0.3%,i,55,8%,8.1%,-6%
Cc1ccc(NC(=S)NNC(=O)CSc2nc3ccccc3c(=O)n2-c2ccc(C)cc2)cc1,1.0,60,14%,i,0.4,3%,0.4%,i,46,7%,-0.7%,-11%
CS(=O)(=O)N(CCc1ccccc1)CC(=O)NCc1ccccc1,-1.0,39,-11%,i,0.3,-7%,-0.1%,i,46,12%,-1.8%,-22%
CCOC(=O)Cc1csc(NC(=O)CN2CCOCC2)n1,0.0,75,-4%,i,0.3,5%,-0.2%,i,60,17%,-3.3%,-3%
COCC(C)N=CC1=C(O)CC(C)(C)CC1=O (configuration not stated),0.2,57,5%,i,1.0,6%,0.2%,i,35,28%,3.2%,6%
Cc1cc(C)n(/N=C/c2cc([N+](=O)[O-])ccc2O)c(=O)c1,0.7,85,31%[20 µM],i,0.4,9%,-0.1%,i,24,5%,-6.9%,-16%
Cc1cc(O)cc2c1C(c1ccc(F)cc1)CC1(CC(C)(C)NC(=S)N1)O2 (configuration not stated),2.2,44,-20%[20 µM],i,0.1,9%,-0.1%,i,60,6%,·,28%
CCCN(CC(=O)Nc1ccc(Cl)cc1Cl)C(=O)/C=C/c1ccco1,1.9,37,-5%,i,0.1,-6%,-0.1%,i,45,-24%,0.4%,12%
CCOc1ccc(OCc2ccc(C(=O)N3CCc4ccccc4C3)o2)cc1,1.5,71,29%,i,6.4,19%,0.0%,i,4,-21%,-2.1%,-12%
Cc1ccc(C(=O)N/N=C/c2ccc(S(=O)(=O)O)o2)c(Cl)c1,-0.8,45,-6%,i,0.9,3%,-0.1%,i,52,-11%,-2.5%,·
COc1ccc(CN(C)CC(=O)Nc2ccc(SC(F)F)cc2)cc1OC,1.4,70,-30%,i,0.4,-3%,0.3%,i,45,8%,-1.7%,-7%
CCCc1cc(C(=O)N2CCCC(C(=O)c3cccc4ccccc34)C2)n(C)n1 (configuration not stated),2.0,58,-27%,i,0.2,1%,-0.2%,i,15,4%,6.9%,-9%
Cc1cccc2cc(CN(Cc3nnnn3C3CCCCC3)C3CCCC3)c3nnnn3c12,4.2,95,45%,i,0.4,-2%,0.3%,i,33,-6%,-2.2%,-61%
Cc1ccc2n(n1)c(=O)c(Cc1ccccc1)c([O-])[n+]2-c1ccccc1,1.7,39,12%,i,0.7,12%,-0.3%,i,5,15%,4.3%,-22%
COc1cc(C(c2c(C)[nH][nH]c2=O)c2c(C)[nH][nH]c2=O)cc(OC)c1OC,2.7,60,3%,i,0.5,-5%,0.4%,i,36,5%,1.0%,-30%
C=CCc1c(C)nc(-c2ccccc2)nc1N/N=C/c1ccncc1,5.3,25,-59%,i,0.4,1%,-0.1%,i,4,-24%,7.4%,-55%
O=C(Nc1ccccc1C(=O)N1CCOCC1)C1CC(=O)N(C2CCCC2)C1 (configuration not stated),0.2,77,11%,i,6.1,8%,-0.2%,i,42,0%,-0.9%,·
CC(=O)n1c2ccccc2c2ccccc21,1.2,65,-62%,i,4.0,-2%,1.2%,i,33,18%,2.6%,12%
Cc1cccc(C(=O)Nc2cc(=O)n(C)c(=O)n2C)c1,-3.2,40,6%,i,0.7,11%,0.2%,i,28,7%,-6.3%,·
CCOC(=O)c1sc(N2N=C(C)/C(=C\c3ccc(OCC(=O)OC)cc3)C2=O)nc1C,9.5,54,38%,i,1.0,14%,1.2%,i,34,10%,0.7%,0%
COc1ccnc(N=CNOCc2cccc(C(F)(F)F)c2)c1C#N,6.8,38,5%,i,0.1,-1%,0.3%,i,42,4%,-1.6%,-22%
COc1ccccc1NC(=O)C1CCN(S(C)(=O)=O)CC1,0.1,62,-46%[20 µM],i,0.5,-8%,-0.1%,i,42,6%,3.3%,-31%
O=C(Nc1cccc2nsnc12)c1ccc(-c2cccc(Cl)c2)o1,3.8,34,23%,·,·,2%,0.0%,i,20,-21%,2.8%,6%
CCN1CCN(S(=O)(=O)c2ccc(S(=O)(=O)NCC3CCCO3)cc2)CC1 (configuration not stated),-0.7,38,26%,i,1.2,-4%,-0.2%,i,31,8%,5.1%,-33%
CCN(CC(=O)Nc1ccc(N2CCOCC2)cc1)CC(=O)NC(C)(C)C,1.1,82,-19%,i,0.1,2%,-0.3%,i,58,7%,2.0%,-31%
O=C(Nc1ccccc1C(=O)Nc1ccccn1)c1ccccc1F,0.8,65,31%[20 µM],i,0.8,-2%,-0.2%,i,57,5%,-5.6%,-36%
CCC(C(=O)NC1CCCC1)N(C(=O)Cn1nnc(-c2ccc(C)o2)n1)c1ccc(OC)cc1 (configuration not stated),1.4,57,-47%,i,2.5,-9%,-0.2%,i,19,-7%,-0.5%,-17%
O=C(N/N=C/C(Cl)=C\c1ccccc1)c1cccs1,6.4,50,-18%,i,0.5,5%,0.3%,i,26,-100%,1.1%,-14%
Cc1c(C(=O)NCCCN2CCOCC2)oc2ccc(S(=O)(=O)N3CCOCC3)cc12,1.2,48,23%,i,0.8,10%,-0.4%,i,49,10%,-3.6%,-12%
CN(C)S(=O)(=O)c1ccc(S(=O)(=O)N2CCN(CCC#N)CC2)cc1,0.7,57,21%,i,4.2,-3%,-0.3%,i,66,8%,-2.1%,-25%
CC(=O)Nc1ccc(SCC(=O)N(CCC#N)c2ccc(C)cc2)cc1,-1.7,95,-9%,i,1.2,3%,0.0%,i,39,16%,-5.0%,-3%
CCC(C)N1C(=O)C2C(C(=O)Nc3cccc(OC)c3)C3C=CC2(O3)C1C(=O)NC1CCCCC1C (configuration not stated),-0.1,57,-7%,i,0.7,22%,-0.1%,i,44,3%,3.3%,44%
Cc1cc(Br)ccc1NC(=O)C1CCCO1 (configuration not stated),1.7,52,11%,i,5.2,14%,0.8%,i,24,0%,-1.1%,-28%
COc1cc(/C=C/c2c([N+](=O)[O-])c(=O)n(C)c(=O)n2C)cc(OC)c1OC,0.4,63,26%,i,4.3,-8%,-0.1%,i,42,9%,-9.0%,49%
CCCN1CCN(CCCNC(=O)C(CC)n2nc(C)c3sc4ccccc4c3c2=O)CC1 (configuration not stated),-0.1,61,4%,i,0.0,14%,0.0%,i,31,10%,0.3%,-10%
COc1cc(C2Nc3ccccc3C(=O)N2c2ccccc2)c(Br)cc1OCC(=O)O (configuration not stated),-0.7,38,3%,i,0.9,11%,-0.2%,i,7,-4%,-2.3%,-24%

# High-throughput results as filed in PubChem BioAssay.
